Screening results (PubChem BioAssay)
NS5 inhibitors – flavivirus cap methylation enzyme inhibition – biochemical, confirmation dose response, primary screen (AID 588689). one-dose inhibition, % at 25 µM; IC50 in µM for titrated hits. 340,000 compounds, 0.3% hits. Dengue-2 NS5 methyltransferase capping enzyme assay, biochemical; higher % means a stronger effect; in the data active = a potency from the dose series; inconclusive = inhibition above about 29% without an active follow-up result
NTR1 agonist – NTR1-driven beta-arrestin-GFP spot formation – imaging, U2OS cells, high content, primary screen (AID 493036); activation, % at 20 µM; 330,000 compounds, 0.17% hits; P30989; agonist mode;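 active = activation at or above 40% of the spot to cytoplasm intensity ratio, with at least 20 cells analyzed; inconclusive = wells under 20 cells, flagged as cytotoxic or low count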;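 also: 0% = DMSO without peptide and 100% = 100 nM NTR1 peptide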
Target sequence (P30989 whole entry, looked up): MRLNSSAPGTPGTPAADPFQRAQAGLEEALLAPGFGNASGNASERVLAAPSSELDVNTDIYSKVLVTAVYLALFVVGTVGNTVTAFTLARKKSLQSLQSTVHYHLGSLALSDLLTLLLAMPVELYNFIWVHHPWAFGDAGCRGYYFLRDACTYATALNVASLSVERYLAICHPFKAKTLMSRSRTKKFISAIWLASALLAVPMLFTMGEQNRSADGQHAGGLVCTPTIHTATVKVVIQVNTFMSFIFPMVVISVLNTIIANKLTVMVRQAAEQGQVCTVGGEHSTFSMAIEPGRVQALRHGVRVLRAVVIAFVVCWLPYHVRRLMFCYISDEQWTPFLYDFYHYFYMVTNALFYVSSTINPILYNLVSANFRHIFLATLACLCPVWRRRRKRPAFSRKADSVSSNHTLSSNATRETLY
GPR55 activation – selective activators of receptor GPR55 – imaging, U2OS cells, beta-arrestin-GFP redistribution, primary screen (AID 1961) | U2OS GPR55 beta-arrestin-GFP redistribution imaging; higher % means a stronger effect | one-dose activation, % at 10 µM; EC50 in µM for titrated hits | 290,000 compounds, 0.048% hits;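 active = activation above 40% with more than 50 cells counted in the well; inconclusive = wells holding fewer than 50 cells, flagged as toxic or sparse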;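 also: U2OS osteosarcoma cells stably expressing GPR55 and beta-arrestin-GFP; plate controls were DMSO negative control for no effect and LPI positive control for full effect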
K1F lysis inhibition – inhibition of K1F phage lysis, E. coli UTI89, bacterial capsule biogenesis inhibitors, alamar blue (AID 488966). E. coli UTI89 K1F phage lysis, alamar blue, 2 h; higher % means a stronger effect. one-dose inhibition, % at 100 µM; IC50 in µM for titrated hits. 340,000 compounds, 0.02% hits;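 active = phage lysis inhibition, versus mean bacterial control, above a set limit; inconclusive = no clear call, values can overlap the other calls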;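 also: capsule biogenesis inhibitors block K1F phage lysis so surviving cells raise fluorescence; higher fluorescence means more inhibition of phage lysis; actives were called in the ten point dose series up to 300 µM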
SIAH1 antagonists – Siah-1 peptide-binding antagonists, primary screen, biochemical, fluorescence polarization, rhodamine-plectin, uHTS (AID 1817) | one-dose displacement, % at 20 µM; IC50 in µM for titrated hits | 290,000 compounds, 0.02% hits | Siah-1 / rhodamine-plectin peptide fluorescence polarization; higher % means a stronger effect;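 active = displacement of at least 50% at 20 µM, with a fluorescence ratio check between 0.3 and a set limit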;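 also: plate controls were Siah plus tracer with DMSO for no effect and tracer alone without Siah for full effect; strong numbers were not always called active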
GPR55 LPI antagonism – GPR55 antagonists blocking LPI-driven arrestin recruitment, primary screen, imaging, U2OS, beta-arrestin-GFP, LPI agonist (AID 2013). 290,000 compounds, 0.13% hits. U2OS GPR55 beta-arrestin-GFP translocation imaging, LPI antagonism; higher % means a stronger effect. inhibition, % at 10 µM, or IC50 in µM where a hit was titrated;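 active = spots per cell inhibited over 60%, with over 100 cells counted and total cytoplasm intensity under 500,000; inconclusive = wells with under 100 cells, flagged as likely toxic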;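 also: U2OS cells stably carrying GPR55 and arrestin-GFP stimulated by 5 µM LPI near EC80; imaged beta-arrestin-GFP aggregate spots per cell after agonist stimulation; plate controls were LPI-stimulated DMSO wells for no effect and DMSO wells without LPI for full effect; some results filed as inactive read as strong as hits; confirmed hits need IC50 under 10 µM and bright autofluorescent wells are also inconclusive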
HIV fusion peptide – inhibitors of HIV fusion peptide binding, primary screen, biochemical, uHTS, fluorescence dequenching (AID 1986) | 290,000 compounds, 0.3% hits | cell-free peptide binding, fluorescence dequenching, 30 min; higher % means a stronger effect | one-dose inhibition, % at 20 µM; IC50 in µM for titrated hits; in the data active = inhibition mostly above about 52%, no sharp cut-off; inactive = mostly below about 76%; also: some results filed as inactive read as strong as hits
GPR35 arrestin U2OS – GPR35 antagonists blocking zaprinast-driven arrestin recruitment, primary screen, imaging, U2OS, beta-arrestin-GFP, zaprinast agonist (AID 2058) | inhibition, % at 10 µM; hits with a dose series show IC50 in µM | 290,000 compounds, 0.052% hits | U2OS GPR35 beta-arrestin-GFP translocation imaging, zaprinast antagonism; higher % means a stronger effect;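 active = inhibition of at least 50% with at least 30 cells and total cytoplasm GFP at most 10,000,000; inconclusive = under 30 cells or total GFP of 10,000,000 plus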
AID2073 – inhibitors of Mint1-CaV2.2 protein interaction, biochemical, HTRF (AID 2073); HTRF protein-protein interaction, Mint1-CaV2.2; higher % means a stronger effect; inhibition, % at 20 µM, or IC50 in µM where a hit was titrated; 290,000 compounds, 0.19% hits; in the data active = inhibition mostly above about 51%, no sharp cut-off; inconclusive = no clear call, values can overlap the other calls; inactive = mostly below about 53%; also: some results filed as inactive read as strong as hits
NTR1 agonist cell count 20 µM – recorded beside NTR1 agonist, whose call it bears; cell count; measured here: cell count, cytotoxicity flag
Numbers without * were called inactive; ? = inconclusive; . = no result given; [ ] = another dose, or the depositor's remark.

SMILES	NS5 inhibitors	NTR1 agonist	NTR1 agonist cell count 20 µM	GPR55 activation	K1F lysis inhibition	SIAH1 antagonists	GPR55 LPI antagonism	HIV fusion peptide	GPR35 arrestin U2OS	AID2073
CCSC(=O)CCCCCCCCCCCO	-1.4%	0.5	55	0.0%	-0.2%	0.5%	6.6%	0.6%	-8.8%	1.8%
COC(=O)c1sc2nc3c(cc2c1N)C(=O)CC(C)(C)C3	-0.3%	0.9	49	0.3%	-1.9%	-1.6%	-14.2%	-1.9%	4.8%	-11.5%
NC(=O)c1nnn(-c2ccc([N+](=O)[O-])cc2)c1-c1ccccc1	-3.1%	-0.7	61	0.1%	0.1%	-6.3%	1.0%	-1.5%	15.7%	6.2%
NC(=O)c1ccc(NC(=O)CCC(=O)c2cccs2)cc1	0.0%	4.1	36	-0.1%	0.0%	-7.6%	1.9%	8.9%	12.0%	13.5%
Cc1cc(C)c2c(n1)nn1c(C)c(CCC(=O)NCc3ccco3)c(C)nc21	0.0%	0.4	91	-0.1%	-1.2%	-12.2%	1.7%	2.2%	-5.7%	15.7%
CC1(C)CC(=O)C(CC2=C(O)CC(C)(C)CC2=O)=C(O)C1	-39.3%	-1.1	80	0.3%	0.5%	1.8%	-7.5%	-0.6%	-1.2%	14.8%
Cc1cccc(N2CCN(C(=O)CC(NC(=O)c3ccccc3Cl)c3ccccc3)CC2)c1C (stereo unspecified)	-10.9%	4.0	95	0.4%	0.3%	-7.2%	9.2%	-1.3%	-0.4%	-1.6%
O=C(c1cc(S(=O)(=O)N2CCCCC2)ccc1F)N1CCCCC1	-4.0%	2.9	54	-0.1%	3.3%	4.6%	17.9%	-3.3%	22.3%	-2.9%
COC(=O)C(Cc1ccccc1)NC(=O)c1cc(=O)[nH]c2ccccc12 (stereo unspecified)	1.4%	2.3	40	0.4%	-4.1%	-0.8%	-0.2%	-1.1%	4.2%	5.2%
O=C(NCCCc1ccccc1)C(=O)NCC1OCCN1S(=O)(=O)c1ccc(F)cc1 (stereo unspecified)	-3.5%	-1.0	43	-0.2%	-0.8%[50 µM]	11.6%	18.2%	1.1%	-14.4%	18.7%
NCCOc1ccccc1OCCN	-2.3%	2.3	42	-0.4%	0.2%	1.1%	-8.5%	-0.1%	-2.1%	?
COc1cc(C2C(C#N)=C(N)N(N(C)C)C3=C2C(=O)CC(C)(C)C3)cc(OC)c1OC (stereo unspecified)	-2.6%	0.3	74	-0.1%	0.1%	0.6%	-0.4%	-0.8%	-4.8%	0.3%
N=c1c(C(=O)NCc2ccco2)cc2c(=O)n3ccccc3nc2n1CCc1ccccc1	14.5%	7.5	40	0.2%	-0.1%	27.8%	8.3%	0.3%	0.4%	62.3%
N#CC1(C#N)C(c2ccccc2)OC23CCCCCC2C1(C#N)C(=N)O3 (stereo unspecified)	0.6%	3.5	32	-0.1%	0.0%[50 µM]	2.1%	2.4%	10.0%	5.3%	7.4%
CCCn1c(SCC(=O)Nc2ccc(Cl)cc2)n[nH]c1=O	-1.5%	-0.5	54	0.3%	7.5%	-1.4%	3.9%	1.0%	-8.5%	5.9%
CC(C)OCCCNC(=S)Nc1ccc2nc3n(c(=O)c2c1)CCCCC3	0.0%	0.2	68	-0.5%	0.0%	5.5%	2.5%	-0.9%	-15.9%	-2.1%
CCc1nnc(NC(=O)c2ccc(OC)cc2OC)s1	5.4%	0.1	49	-0.1%	3.2%	3.3%	9.2%	-0.5%	-7.3%	-11.6%
O=C(CN(c1ccccc1)S(=O)(=O)c1ccccc1)Nc1ccc(F)cc1	-2.6%	1.1	93	0.0%	0.0%	11.8%	9.2%	2.7%	2.7%	8.0%
COc1ccc(C2C(C(=O)N3CCN(c4ccccc4)CC3)c3ccccc3C(=O)N2C)cc1 (stereo unspecified)	-4.0%	2.5	69	-0.1%	-0.2%	-1.2%	6.0%	0.5%	-10.5%	7.1%
Cc1ccc(S(=O)(=O)NC(=O)Nc2ccc(C)cc2C)cc1	4.5%	-0.7	50	-0.2%	1.1%[50 µM]	-1.5%	-3.7%	0.1%	1.5%	8.3%
CC(=O)[C@@]1(O)CC[C@H]2[C@@H]3C[C@H](C)C4=CC(=O)C=C[C@]4(C)[C@@]3(F)[C@@H](O)C[C@@]21C	0.0%	1.6	63	0.1%	5.2%	3.6%	-3.2%	-0.4%	0.8%	1.2%
CCOc1ccc(Br)cc1S(=O)(=O)N1CCCC1	-6.4%	-3.7	80	0.3%	-1.3%	9.2%	-3.2%	0.2%	-3.4%	-6.7%
Cc1nc(C)c(C(=O)N/N=C/c2c[nH]c3ccccc23)s1	-10.7%	-0.9	87	-0.1%	0.3%	-2.4%	-3.6%	-1.5%	-2.8%	7.6%
O=C(CN1CCN(C2CCCCC2)CC1)c1ccc2cc[nH]c2c1	-2.1%	1.1	66	0.2%	1.0%	-2.4%	-0.8%	-0.7%	2.4%	7.6%
O=C(CCNC(=O)c1ccccc1)OCN1C(=O)c2ccccc2C1=O	-3.2%	3.6	57	0.6%	-2.0%	2.7%	8.2%	-2.0%	2.7%	-1.7%
O=C(CN1C(=O)S/C(=C\C=C\c2ccccc2)C1=O)NC1CCS(=O)(=O)C1 (stereo unspecified)	-4.1%	-1.0	48	0.2%	0.2%	0.2%	-5.1%	1.0%	-14.0%	-5.4%
C=CCN1N=C(/C=C/c2ccccc2)CCC1=O	-0.7%	-0.1	37	-0.1%	0.1%	-1.9%	3.4%	-2.1%	-25.4%	8.8%
Cc1[nH]c2ccccc2c1/C=N/Nc1ccc([N+](=O)[O-])cc1	1.1%	.	.	-0.3%	2.1%	-4.2%	43.0%	5.7%	32.4%	-43.1%
Cc1ccc(Cc2ccc(C(=O)NNC(N)=S)o2)cc1	0.0%	-1.1	24	0.3%	-1.9%	-3.2%	6.0%	-1.4%	6.2%	-13.9%
CCC(C)(C)n1nnnc1C(c1ccccc1)N1CCc2ccccc2C1 (stereo unspecified)	-1.1%	3.6	37	0.8%	0.3%	5.9%	-0.9%	0.1%	-3.7%	-7.3%
O=C(CNS(=O)(=O)c1cccs1)Nc1ccc2c(c1)OCCO2	-2.4%	-1.7	95	-0.1%	0.0%	-4.2%	-3.8%	-0.9%	-7.6%	-2.9%
COC(=O)c1[nH]c2c(c1C)C(=O)CC(c1ccccc1)C2 (stereo unspecified)	-3.5%	2.5	54	0.3%	0.0%	1.6%	-18.0%	7.0%	2.7%	13.6%
O=C(NC1CCN(Cc2ccccc2)CC1)C1CCN(S(=O)(=O)c2cccc3cccnc23)CC1	-8.2%	-0.8	56	0.2%	-12.0%	2.4%	-6.0%	-1.2%	-4.4%	-5.8%
COC(=O)CN(C(=O)CSc1nnc(-c2cccc(OC)c2)o1)c1ccc(OC)cc1	1.4%	0.3	40	0.3%	0.1%	0.1%	-1.6%	2.4%	13.7%	-8.5%
CCN(CC)CCOC(=O)CCc1cccc2ccccc12	-8.9%	-2.2	68	0.0%	4.0%	3.9%	4.1%	-0.5%	-8.5%	1.4%
O=C(NCc1ccc(Cl)cc1)c1cc2c(s1)CS(=O)(=O)C2	5.4%	1.0	53	0.7%	0.9%	-2.0%	-4.8%	3.2%	9.9%	16.9%
Cc1nnc(SCC(=O)N2c3ccccc3C(C)(c3ccc(Cl)cc3)CC2(C)C)s1 (stereo unspecified)	-1.3%	8.5	47	1.1%	0.3%[50 µM]	8.4%	17.0%	-3.6%	3.3%	3.0%
CN(C)c1cccc2c(S(=O)(=O)NCc3ccc(S(N)(=O)=O)cc3)cccc12	-13.9%	1.0	58	-0.2%	-0.2%	1.7%	2.9%	0.4%	-21.9%	34.9%
CC(=O)Nc1nnc(SCC(=O)Nc2ccc(N3CCOCC3)c(Cl)c2)s1	20.4%	1.7	91	0.0%	-0.2%	0.8%	2.6%	-1.9%	0.7%	-7.8%
CCCCn1c(CN2CCN(CCO)CC2)nc2ccccc21	-0.8%	-2.2	96	-0.2%	0.0%	1.4%	1.6%	-1.8%	-1.2%	-1.3%
O=C(O)c1ccc(N/N=C2/CCSc3ccc(F)cc32)cc1	2.2%	1.5	48	0.2%	-1.6%	-6.9%	-6.7%	12.8%	-9.5%	2.6%
CCOc1ccc(CCNc2nc3ccccc3n3c(C)nnc23)cc1OCC	-7.9%	7.0	73	-0.1%	0.3%	-1.6%	-4.8%	0.1%	3.8%	12.8%
CCOc1ccc2oc(C(=O)OCC(=O)NC(=O)NC3CCCC3)c(C)c2c1	-4.8%	12.2	107	-0.2%	0.2%	-6.6%	15.0%	0.7%	12.7%	3.0%
Cc1cc(C)n2nc(C(=O)Nc3ccccc3N3CCOCC3)nc2n1	.	.	.	-0.2%	.	-4.1%	-8.4%	11.5%	-6.1%	1.6%
Cc1ccc(C(=O)N(c2ccccn2)C(C)c2ccco2)cc1C (stereo unspecified)	1.8%	5.2	101	0.2%	1.3%	-2.6%	-0.3%	-1.0%	-0.1%	-12.1%
Cc1oc(-c2ccccc2Cl)nc1CS(=O)CC(=O)NCCCN1CC(C)CC(C)C1 (stereo unspecified)	2.3%	-0.2	72	0.1%	0.0%	2.0%	2.2%	0.1%	10.9%	4.6%
CCC(C(=O)OCC(=O)Nc1cc(Cl)cc(Cl)c1)c1ccccc1 (stereo unspecified)	-5.5%	6.9	84	-0.3%	-0.4%	1.2%	8.0%	0.2%	18.0%	5.2%
COC(=O)C1=CN(c2ccc(OC)cc2)C=C(C(=O)OC)C1c1cc(OC)c(OC)cc1OC	2.6%	2.7	62	-0.2%	0.0%[50 µM]	0.1%	3.2%	1.3%	3.6%	3.3%
Cc1ccc(-c2cc(C(=O)Nc3c(C#N)cnn3C)no2)cc1	-3.4%	-0.3	59	-0.2%	4.6%	0.5%	7.3%	1.1%	9.1%	-14.3%
COc1ccc(NC(=O)c2ccc3nc[nH]c3c2)cc1	3.3%	0.9	90	-0.2%	1.6%	-4.6%	-0.2%	-3.1%	-4.7%	18.5%
